High-throughput results: PubChem, National Center for Advancing Translational Sciences (NCATS)
D1 agonist = human D1 receptor agonism; HEK293 T-REx D1 cells, calcium flux, agonist mode; activation, % at 2 µM; 360,000 tested, 1% active; in the data active means activation above about 30%; further: 0% is about no effect
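Inducible HEK293 T-REx D1 cells, force-coupled to calcium signalling, were plated at 4000 cells/well with tetracycline and held overnight at 30 C. After no-wash calcium dye loading, compound-evoked calcium rise over 180 s flagged agonists.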
GRP78 ERSR act = ER stress response induction in glioma; U87-MG GRP78 promoter luciferase reporter, 16 h; 420,000 tested, 0.02% active; Potency, µM, without a hit: top-dose activation, hits mostly activators; AID 602332; further: potency means the concentration at half of the fitted maximal effect; series mostly up to about 76 µM; % of control where 0% means no effect; nearly all actives have a fitted effect of over 35% in size
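Stably transfected U87-MG glioma cells carrying a GRP78-based luciferase sensor; 16 h compound incubation. Luminescence end-point read 10 min after Bright-Glo addition at room temperature.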
RXFP1 agonist = agonists of human relaxin receptor RXFP1; 370,000 tested, 0.3% active; Potency, µM (titrated, usually from 57.5 µM), inactives show at the top dose activation, most hits filed as activators; HEK293T-RXFP1 cAMP TR-FRET, 30 min; response scale: percent of porcine relaxin response, buffer zero; AID 2676; Q9HBX9; further: potency means the concentration at half of the fitted maximal effect; on the % scale 0 is the no-effect control and ±100 the full control effect; nearly all actives have a fitted effect of over 60% in size; many of its hits are not listed in these tables
Target sequence (Q9HBX9 whole entry, looked up): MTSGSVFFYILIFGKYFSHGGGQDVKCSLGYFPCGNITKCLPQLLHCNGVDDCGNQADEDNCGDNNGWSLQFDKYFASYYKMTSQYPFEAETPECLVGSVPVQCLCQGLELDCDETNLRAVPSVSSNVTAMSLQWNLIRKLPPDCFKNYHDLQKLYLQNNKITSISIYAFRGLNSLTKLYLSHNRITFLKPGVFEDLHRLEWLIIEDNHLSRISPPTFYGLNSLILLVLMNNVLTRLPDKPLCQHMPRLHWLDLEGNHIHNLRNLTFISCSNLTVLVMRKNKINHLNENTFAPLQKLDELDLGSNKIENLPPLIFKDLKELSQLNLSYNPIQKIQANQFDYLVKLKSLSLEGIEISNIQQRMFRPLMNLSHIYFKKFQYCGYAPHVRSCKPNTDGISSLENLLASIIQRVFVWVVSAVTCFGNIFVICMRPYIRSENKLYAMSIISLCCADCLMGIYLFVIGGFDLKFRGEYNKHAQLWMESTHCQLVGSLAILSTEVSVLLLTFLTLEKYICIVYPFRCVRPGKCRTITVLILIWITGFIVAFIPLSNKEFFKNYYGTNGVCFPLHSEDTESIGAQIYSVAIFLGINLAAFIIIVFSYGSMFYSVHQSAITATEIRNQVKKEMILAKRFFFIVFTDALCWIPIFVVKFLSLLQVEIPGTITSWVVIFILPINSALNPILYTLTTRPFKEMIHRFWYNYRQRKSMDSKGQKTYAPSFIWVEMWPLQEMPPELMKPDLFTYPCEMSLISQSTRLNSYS
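cAMP rise read by TR-FRET after 30 min, 37C compound exposure (up to 58 uM) in RXFP1-transfected HEK293 cells with Ro 20174 present. EC50 from Hill-equation fits, with 29 nM porcine relaxin as 100% and buffer as basal.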
D2 potentiator = D2 dopamine receptor (human) potentiation. P14416. HEK293 T-REx D2, calcium flux, EC20 dopamine potentiation. AID 485347. potentiation, % at 10 µM. 340,000 tested, 0.34% active;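 active means potentiation over 3 SD above the plate norm, cut at about 30% in these data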; further: 0% is about no effect
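Tetracycline-induced HEK293 T-REx cells force-coupled to calcium signalling expressed D2; compounds were pin-added after a 10 s baseline, read kinetically 180 s, then an EC20 dopamine challenge followed with a further 180 s calcium read.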
D1 antagonist = antagonists of human D1 dopamine receptor. activity change, negative = inhibition, % at 10 µM. P21728. 360,000 tested, 3.2% active. AID 504652. HEK293 TREx D1 cells, calcium flux, dopamine EC80; hits give low values; in the data active means activity change below about -30%; further: on the % scale 0 is the no-effect control and ±100 the full control effect
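Tetracycline-induced HEK293 Trex D1 cells, force-coupled to calcium, dye-loaded; compounds added and read 180 s, then EC80 dopamine added and calcium flux tracked kinetically another 180 s.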
LDHA block = inhibitors of human lactate dehydrogenase A; P00338; purified LDHA, NADH/diaphorase-resazurin fluorescence; hits give low values; activity change, % (values are at about 110 or 230 µM); 480,000 tested, 0.15% active; in the data active means activity change below about -30%; inconclusive means mostly about -25% to -30%;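 further: plate controls were DMSO wells for no effect and wells without enzyme for full effect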
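Human LDH5 at 2 nM final in Tris HCl pH 7.4 with 0.06 mM NADH and 0.2 mM pyruvate, reacted 5 minutes at room temperature. Remaining NADH coupled via diaphorase/resazurin; resorufin fluorescence read at 0 and 20 minutes, normalized to enzyme-free and DMSO wells.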
Vif-A3F inh = blocks the Vif interaction with APOBEC3F. 390,000 tested, 0.2% active. HeLa A3F-eYFP + Vif (tagged APOBEC3F with the HIV-1 protein that degrades it), YFP fluorescence increase. Potency, µM (titrated, usually from 46.1 µM), without a hit: top-dose activity, negative = active. AID 602313; further: potency means the concentration at half of the fitted maximal effect; % of control where 0% means no effect; nearly all actives have a fitted effect of over 65% in size
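HeLa cells stably expressing Vif plus C-terminally eYFP-tagged A3F were seeded, incubated overnight at 37 deg C, dosed with compound, incubated overnight again at 37 deg C. Yellow fluorescence (Ex 488/Em 500-530) reported blocked Vif-mediated A3F-eYFP degradation.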
Vif-APOBEC3G blk = blocks the Vif interaction with human APOBEC3G; HeLa A3G-eYFP + Vif (tagged APOBEC3G with the HIV-1 protein that degrades it), YFP fluorescence, overnight; Potency, µM (series often up to 46.1 µM), inactives show at the highest dose activity, negative = active, actives largely listed as inhibitors; 410,000 tested, 0.076% active; Q9HC16;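 further: potency means the concentration at half of the fitted maximal effect; on the % scale 0 is the no-effect control and ±100 the full control effect; nearly all actives have a fitted effect of over 60% in size; hits raise eYFP signal because A3G escapes Vif-driven loss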
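Read-out is eYFP fluorescence (Ex 488/Em 500-530) from Vif-expressing HeLa A3G-eYFP cells; more signal means A3G escaped Vif-mediated degradation. Cells plated overnight, compound pinned in, incubated overnight at 37 deg C.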
D1 potentiator = enhances dopamine response at the human D1 receptor | potentiation, % at 10 µM | HEK293 TREx D1 cells, calcium flux, dopamine EC20 potentiation | 360,000 tested, 0.036% active | AID 504651; in the data active means potentiation above about 30%; further: 0% is about no effect
Starred values were filed as active, the others as inactive; ? = inconclusive; . = not tested or not shown; & = joins results of further samples. Unless noted, the call rests on the fitted dose curve; in most records, active means well fitted curve in the direction sought with a large enough effect; inconclusive means small, poorly fitted or top-dose-only effect, or another doubt; inactive means no such curve, though single readings can be large; an effect the other way counts as inactive or inconclusive.

The opening 2 entries, ahead of the listing:
SMILES | D1 agonist | GRP78 ERSR act | RXFP1 agonist | D2 potentiator | D1 antagonist | LDHA block | Vif-A3F inh | Vif-APOBEC3G blk | D1 potentiator
Cc1ccc(S(=O)(=O)N2[C@@H](c3ccccc3F)C(C(=O)O)=CC[C@H]2c2ccc(Cl)cc2)cc1 | 3 | -4% | -1.1% | 5 | -14 | -1 | 0% | ? | 1
O=S(=O)(Nc1cccc(-c2ccc(N3CCCCC3)nn2)c1)c1cccc(F)c1 | -1 | 2% | 0.1% | 5 | 36 | 0 | 2% | 5% | 1

Results, repeating the preview:
SMILES | D1 agonist | GRP78 ERSR act | RXFP1 agonist | D2 potentiator | D1 antagonist | LDHA block | Vif-A3F inh | Vif-APOBEC3G blk | D1 potentiator
Cc1ccc(S(=O)(=O)N2[C@@H](c3ccccc3F)C(C(=O)O)=CC[C@H]2c2ccc(Cl)cc2)cc1 | 3 | -4% | -1.1% | 5 | -14 | -1 | 0% | ? | 1
O=S(=O)(Nc1cccc(-c2ccc(N3CCCCC3)nn2)c1)c1cccc(F)c1 | -1 | 2% | 0.1% | 5 | 36 | 0 | 2% | 5% | 1
CCOc1ccc(-c2cc3nc(C4CCN(C(=O)OC(C)(C)C)CC4)c(C(=O)Nc4ccc(C)c(F)c4)cn3n2)cc1 | 3 | ? | 9.2% | 3 | 17 | -6 | -22% | -14% | -1
O=C(Nc1ccc2[nH]c(=O)[nH]c2c1)c1c(F)c(F)c(F)c(F)c1F | 2 | -6% | 3.0% | 7 | 15 | -7 | 2% | 1% | -2
Cc1c([N+](=O)[O-])c([N+](=O)[O-])nn1CC(=O)N1CCCCC1 | 2 | -5% | 0.9% | -8 | 5 | 3 | -6% | 0% | -3
Cc1ccc(NCc2n[nH]c(=S)n2-c2ccccc2)cc1 | 0 | -2% | 0.1% | 4 | -24 | 0 | -13% | -10% | -1
CC(C)(C)C(=O)NC(=S)Nc1ccccc1C(N)=O | -1 | -2% | 0.9% | -6 | 5 | -8 | -9% | -5% | 4
COc1ccc([C@@H]2[C@@H]3C(=O)N(C(C)(C)C)C(=O)[C@@H]3[C@]3(CC(C)C)C(=O)N(c4ccc(C(F)(F)F)cc4)C(=O)N23)cc1 | 1 | -3% | -0.1% | 2 | -1 | -5 | 0% | -7% | 4
CC(C)C(NC(=O)c1ccccc1)C(=O)NC1=NCCS1 (configuration not stated) | 1 | -3% | 2.0% | 1 | 8 | 0 | 1% | 4% | -5
CSc1nc(N2CCOCC2)c2ccccc2n1 | 3 | -3% | 5.9% | 12 | 2 | -10 | -10% | -3% | 5
CC1(OC(=O)C2CCCC2)C(=O)C=C2C=C(c3ccsc3)N(Cc3ccco3)C=C2C1=O (configuration not stated) | 4 | 0% | -2.2% | -5 | -17 | 16 | -5% | -3% | 3
O=C(Nc1ccc(F)c(Cl)c1)C1CCN(S(=O)(=O)c2ccc3[nH]c(=O)ccc3c2)CC1 | 2 | -6% | 1.8% | -2 | -6 | 1 | 5% | -9% | -7
Cc1nc2ccccn2c1C(=O)Nc1ccc2c(c1)OCCO2 | 0 | -7% | 0.5% | -2 | 0 | 0 | -12% | 1% | 16
COC(=O)c1sc(N)c(C(=O)OC)c1COC(=O)C12CC3CC(CC(O)(C3)C1)C2 | -1 | -2% | 0.4% | 0 | 13 | 0 | 0% | -1% | -2
CC(C)CNC(=O)c1cccc(NC(=O)Cc2ccc(Cl)cc2)c1 | 12 | -3% | -1.1% | 5 | 11 | -8 | -11% | -1% | -3
CCN(CC)c1ccc(NC(=O)COC(=O)c2cccs2)cc1 | 0 | -2% | 0.3% | 9 | -4 | 4 | -10% | 2% | 2
CC(C)NC(=O)C(=O)Nc1cc2c3c(c1)CCC(=O)N3CCC2 | 7 | -2% | 2.2% | -14 | -5 | -6 | -17% | 2% | -4
COc1cc(OC)c2c(c1)OC(=O)CC2c1ccc2c(c1)OCO2 (configuration not stated) | . | 0%&0% | . | . | . | 2 | -2% | -1% | .
NC(=O)c1ccc(NC(=O)Cc2csc(-c3ccccc3)n2)cc1 | 0 | -2% | 0.0% | 6 | 4 | -7 | -11% | -1% | -4
COc1cccc(NC(=O)CN2CCN(C(=O)c3ccco3)CC2)c1 | 1 | -4% | 1.8% | -6 | 0 | 6 | ? | 4% | 0
CC(C(=O)NCc1ccccc1Cl)N1C(=O)c2ccccc2C1=O (configuration not stated) | 3 | 0% | 3.4% | -12 | 3 | -9 | 4% | 2% | -4
CC(=O)NC(C1C(=O)CC(C)(C)CC1=O)(C(F)(F)F)C(F)(F)F | -4 | -2% | 0.5% | 7 | 20 | -3 | -8% | 0% | 9
CC(=O)OCc1ccccc1Sc1ccccc1C(=O)NCc1ccccc1 | 3 | -1% | 1.2% | -2 | -45* | -1 | 9% | 2% | 11
O=C(NCc1ccc(Cl)cc1)c1cc(-c2ccc(F)cc2)on1 | 0 | -1% | 4.7% | 11 | 1 | -11 | -4% | 5% | 0
O=C(COC(=O)c1cc(Br)c(Br)s1)NCCC1=CCCCC1 | 11 | -6% | -0.1% | -1 | 5 | -4 | 9% | 0% | -3
CCOC(=O)Cn1c(=O)oc2cc(S(=O)(=O)N3CCN(c4ccc(C(C)=O)cc4)CC3)ccc21 | 9 | 0% | ? | -3 | -43* | -12 | ? | 3% | -5
CCN(CC)CCn1c(N)cc(=O)[nH]c1=O | 1 | -2% | 1.1% | -2 | 4 | -7 | -2% | 0% | -1
Fc1ccc(COc2ccc(-c3nnco3)cc2)cc1 | 5 | 3% | 0.4% | -8 | -3 | -3 | 8% | -1% | -1
Cc1ccc(CNc2ccc3c(c2)ncn3C(C)(C)C)cc1 | 8 | 5% | 2.3% | 9 | -14 | 5 | 3% | 5% | -17
O=C(CN1CCN(c2ccccc2)CC1)N1CCN(c2ccccc2)CC1 | 1 | -4% | 1.0% | -14 | -4 | -2 | 7% | 0% | -7
CC1=CC(C)(C)C(C(=O)O)C(C(=O)O)C1 (configuration not stated) | 0 | -4% | -0.2% | 0 | 4 | 0 | -5% | 1% | -4
CCOc1ccccc1CNC(=O)c1cc2oc3ccccc3c2n1CC | 1&2 | -6% | -0.6%&-0.4% | -1&-1 | -43* | -5&1 | . | 3% | -6&-5
C=CCN1C(=O)C2(OCCCO2)c2cc(CCCC)ccc21 | 4 | -1% | 0.1% | 8 | 2 | -1 | -8% | -2% | -2
CSCC(=O)N1CCCC(N2CCN(c3cccc(C(F)(F)F)c3)CC2)C1 (configuration not stated) | 2 | -5% | 0.8% | 4 | 3 | 0 | 10% | 4% | -6
CC(=O)N(C1=C(Cl)C(=O)c2ccccc2C1=O)c1ccc(C(=O)O)cc1 | 1 | -15% | -2.8% | -1 | -7 | 47 | ? | 6% | -2
COc1ccc(OC)c(S(=O)(=O)Nc2cc(Cl)cc(Cl)c2)c1 | -1 | 1% | -0.7% | -6 | -3 | 2 | 1% | -7% | -6
COc1ccc(NC(=O)COCc2cc(-c3cccs3)on2)cc1 | 1 | -2% | 2.0% | -5 | -7 | -3 | 0% | 3% | -7
COc1ccc(C)cc1NC(=S)NNC(=O)c1c(Br)cnn1C | 11 | 2% | -0.8% | 0 | 0 | -5 | 0% | 7% | 5
COc1cc(OC)c(NC(=O)c2cc(S(=O)(=O)N3CCOCC3)cn2C)cc1Cl | 1 | -2% | 0.5% | -5 | -1 | -6 | -16% | 0% | 1
O=C1C(=Cc2cccs2)C(=O)c2ccccc21 | -1 | -2% | 3.7% | 9 | -13 | -4 | -15% | 0% | -13
O=C(O)C1CCCCC1C(=O)Nc1cnn(Cc2ccccc2)c1 (configuration not stated) | . | 1% | -0.4% | . | . | -2 | -1% | -5% | .
O=C(NCC(c1ccco1)N1CCc2ccccc2C1)C(=O)Nc1cc(F)ccc1F (configuration not stated) | 3 | -5% | 0.6% | 3 | -9 | -3 | -9% | 1% | -12
O=C(COC(=O)C1C2CC3OC(=O)C1C3C2)Nc1ccc(Br)cc1 (configuration not stated) | 33* | 12% | 1.7% | 5 | 7 | 1 | 2% | 1% | .
CCc1ccc(NC(=O)CCNC(=O)Cn2ccc3ccccc3c2=O)cc1 | -3 | -6% | 1.9% | -2 | 3 | -6 | 1% | 0% | -6
COCCCNCC(O)COc1ccccc1F (configuration not stated) | 4 | -6% | 0.7% | 13 | -7 | -14 | 0% | 4% | -5
O=c1[nH]c2cc3c(cc2cc1C(c1nnnn1Cc1ccccc1)N1CCCCCC1)OCCO3 (configuration not stated) | 4 | -4% | ? | -3 | 3 | -2 | -4% | 0% | -5
Cc1ccc(/C=C(\C#N)c2nc(-c3ccc(-c4ccccc4)cc3)cs2)cc1 | 2 | -1% | 2.9% | . | -8 | 2 | -7% | -3% | 0
O=C(Nc1ccncc1)C1CCN(S(=O)(=O)c2ccccc2C(F)(F)F)CC1 | 16 | -4% | 1.4% | -1 | -9 | -7 | 3% | 0% | -2
CN(CC(=O)NCc1cccnc1)S(=O)(=O)c1ccc2c(c1)c(=O)n(C)c(=O)n2C | 2 | -4% | 1.3% | 6 | -9 | -3 | -20% | 0% | 9
O=C(COc1ccc([N+](=O)[O-])cc1)NNC(=O)c1cccs1 | 0 | -3% | -0.1% | -8 | -18 | -7 | -3% | -4% | -8
COc1cc(/C=C/C(=O)OCC(=O)N2CCN(S(=O)(=O)c3ccc(C)cc3C)CC2)ccc1O | 1 | -6% | 1.4% | 8 | -3 | 0 | -6% | 0% | -4
O=C(COC(=O)C1CCN(S(=O)(=O)c2cccs2)CC1)NCc1ccccc1 | 6 | -2% | 1.3% | -6 | -4 | -5 | 3% | 0% | -3
CCOC(=O)c1oc2ccccc2c1CN1CCCCC1 | 5 | -3% | 1.9% | -1 | -13 | -12 | 3% | 2% | 3
O=C(CN1CCOCC1)Nc1ccc(C2CCCCC2)cc1 | 3 | 4% | 1.3% | -4 | -12 | 0 | 1% | 0% | 4
COc1ccc(-c2csc(NC(=O)CN3C(=O)NC4(CCCC4)C3=O)n2)cc1 | 1 | 5% | 3.5% | -14 | -5 | -5 | ? | 1% | 0

A portion of the library; count on the stated rates, not on these rows.
